IDH1 R132H inh: blocks human IDH1 R132H reductase activity; O75874; diaphorase/resazurin fluorescence, 60 min; inhibition, % at 10 µM; 0.18% of 70,000 active; AID 624101; in the data active means inhibition above about 34%;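 further: 0% = DMSO and 100% = no enzyme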
EZH2 inh: EZH2 (human) methyltransferase inhibition; Q15910; inhibition, % at 12.5 µM; PRC2 H3K27 methylation, DELFIA TRF, 1 h; 0.35% of 57,000 active;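 active means mean inhibition of replicates at least 50% and every single replicate also reaching 50%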;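 further: dimethyl H3K27 on biotinylated H3 21-44 peptide detected by antibody; plate controls were median neutral control wells for no effect and median positive control wells for full effect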
Target sequence (Q15910 whole entry, looked up): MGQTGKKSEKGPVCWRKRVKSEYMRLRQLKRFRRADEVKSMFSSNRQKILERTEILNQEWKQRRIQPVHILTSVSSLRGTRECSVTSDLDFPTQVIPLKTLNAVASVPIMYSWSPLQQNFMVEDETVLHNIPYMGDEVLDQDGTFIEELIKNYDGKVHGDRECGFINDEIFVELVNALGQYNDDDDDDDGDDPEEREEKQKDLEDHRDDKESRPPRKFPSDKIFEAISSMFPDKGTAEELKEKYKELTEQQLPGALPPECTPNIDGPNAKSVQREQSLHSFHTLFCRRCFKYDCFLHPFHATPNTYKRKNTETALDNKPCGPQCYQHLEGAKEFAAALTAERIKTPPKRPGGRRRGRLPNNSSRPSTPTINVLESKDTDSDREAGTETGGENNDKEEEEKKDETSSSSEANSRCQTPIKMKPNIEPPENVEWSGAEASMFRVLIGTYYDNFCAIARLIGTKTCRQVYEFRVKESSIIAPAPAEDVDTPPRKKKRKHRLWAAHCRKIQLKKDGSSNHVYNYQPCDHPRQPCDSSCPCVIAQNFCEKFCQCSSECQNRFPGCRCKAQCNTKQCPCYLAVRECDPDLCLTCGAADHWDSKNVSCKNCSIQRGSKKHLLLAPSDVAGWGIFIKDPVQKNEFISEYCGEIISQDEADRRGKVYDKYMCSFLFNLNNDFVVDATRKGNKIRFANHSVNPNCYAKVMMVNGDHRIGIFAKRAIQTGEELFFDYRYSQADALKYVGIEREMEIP
* marks the source's active call; other numbers are inactive results; · = not tested or not shown. The list is partial (hit frequency here may not be typical).

Sequence of screens – IDH1 R132H inh, EZH2 inh
> CCCC(=O)Nc1ccc2c(c1)OC[C@H](C)N(Cc1cccc(F)c1)C[C@@H](C)[C@@H](OC)CN(C)C2=O
→ -0.2, -4
> CC(C)c1cn(CC[C@@H]2CC[C@@H](NS(=O)(=O)c3ccccc3)[C@@H](CO)O2)nn1
→ 0.3, 7
> Cc1ccc(S(=O)(=O)Nc2ccc3c(c2)C(=O)N([C@@H](C)CO)C[C@@H](C)[C@H](CN(C)C(=O)Nc2ccc(F)cc2)O3)cc1
→ 5.0, -1
> Cc1ccc(NC(=O)CSc2nnc(-c3cccs3)n2C)cc1[N+](=O)[O-]
→ 0.0, 3
> Cc1cc(C)c(NC(=O)CN(c2ccc(I)cc2)S(C)(=O)=O)c(C)c1
→ -0.3, 3
> O=C(Cc1ccncc1)NCC[C@@H]1CC[C@H](NC(=O)C2CC2)[C@@H](CO)O1
→ -0.2, 4
> C[C@H](CO)N1C[C@H](C)[C@H](CN(C)S(=O)(=O)c2ccccc2F)Oc2ncc(C#Cc3cccnc3)cc2C1=O
→ -1.3, 6
> Cc1ccc(S(=O)(=O)NC(C)C(=O)O)cc1C (stereo unspecified)
→ 1.9, -9
> C[C@@H](NC(=O)C[C@H]1C[C@@H]2c3cc(N(C)C)ccc3O[C@@H]2[C@@H](CO)O1)c1ccccc1
→ -7.3, -5
> C[C@@H]1CN([C@@H](C)CO)C(=O)Cc2cc(NC(=O)C3CCCCC3)ccc2O[C@@H]1CN(C)CC1CCCCC1
→ -1.8, ·
> CCC(=O)Nc1ccc2c(c1)C(=O)N(C)C[C@H](OC)[C@H](C)CN(C(=O)c1ccncc1)[C@H](C)CO2
→ 0.5, 4
> C[C@H](CO)N1C[C@H](C)[C@H](CN(C)Cc2cncnc2)Oc2cc(C#CC3CC3)ccc2S1(=O)=O
→ -2.0, -12
> CO[C@H]1CN(C)C(=O)c2cc(NC(C)=O)ccc2OC[C@H](C)N(Cc2cncnc2)C[C@@H]1C
→ 0.1, 1
> C[C@@H]1CN([C@@H](C)CO)C(=O)c2cc(N(C)C)ccc2O[C@H]1CN(C)C(=O)Nc1cccc2ccccc12
→ 2.8, 2
> Cc1noc(C)c1NC(=O)N(C)C[C@@H]1Oc2ccc(NC(=O)NC(C)C)cc2CC(=O)N([C@H](C)CO)C[C@@H]1C
→ 1.7, ·
> CO[C@H]1CN(C)C(=O)c2ccc(NC(=O)Nc3c(C)noc3C)cc2OC[C@@H](C)N(CCC(F)(F)F)C[C@@H]1C
→ -0.6, 3
> CC(C)NC(=O)N(C)C[C@H]1Oc2ccc(NS(=O)(=O)c3cn(C)cn3)cc2CC(=O)N([C@H](C)CO)C[C@@H]1C
→ -1.1, ·
> CO[C@H]1CN(C)C(=O)c2cc(NC(=O)c3ccccc3F)ccc2OC[C@H](C)N(CC2CC2)C[C@@H]1C
→ -0.2, -2
> CO[C@H]1CN(C)C(=O)c2ccc(NC(=O)Nc3ccccc3F)cc2OC[C@@H](C)NC[C@@H]1C
→ 0.3, 3
> C[C@@H]1CCCCO[C@H](CN(C)C(=O)CCCN(C)C)[C@@H](C)CN([C@H](C)CO)C(=O)c2cc(NC(=O)c3ccncc3)ccc2O1
→ -2.0, ·

Overlap with the part before: 3 compounds, followed by the next part.
Sequence of screens – IDH1 R132H inh, EZH2 inh
> CO[C@H]1CN(C)C(=O)c2cc(NC(=O)c3ccccc3F)ccc2OC[C@H](C)N(CC2CC2)C[C@@H]1C
→ -0.2, -2
> CO[C@H]1CN(C)C(=O)c2ccc(NC(=O)Nc3ccccc3F)cc2OC[C@@H](C)NC[C@@H]1C
→ 0.3, 3
> C[C@@H]1CCCCO[C@H](CN(C)C(=O)CCCN(C)C)[C@@H](C)CN([C@H](C)CO)C(=O)c2cc(NC(=O)c3ccncc3)ccc2O1
→ -2.0, ·
> COc1c(Cl)cc(C(=O)Nc2sc3c(c2C(=O)NCc2ccco2)CCCC3)cc1Cl
→ 0.4, -19
> C[C@H]1CN([C@@H](C)CO)C(=O)c2cccc(NS(=O)(=O)c3cn(C)cn3)c2O[C@@H]1CN(C)C(=O)Nc1ccc(F)cc1
→ 1.8, ·
> Cc1ccccc1-c1ccc2c(c1)O[C@@H](CN(C)C(=O)c1ccccn1)[C@H](C)CN([C@@H](C)CO)S2(=O)=O
→ -0.2, 2
> Cc1cc(C)c(-n2c(O)c(C=Nc3cccc(O)c3)c(=O)[nH]c2=O)c(C)c1
→ -0.4, 8
> COC(=O)N(C)C[C@H]1OCc2ccccc2-c2c(n(C)c3ccccc23)C(=O)N([C@@H](C)CO)C[C@@H]1C
→ -0.2, -9
> CN(C)CC(=O)N[C@@H]1CC[C@H](CCNC(=O)C2CCCC2)O[C@H]1CO
→ 0.1, 3
> COc1ccc(NC(=O)N(C)C[C@@H]2Oc3cc(Br)ccc3S(=O)(=O)N([C@H](C)CO)C[C@H]2C)cc1
→ ·, 3
> CC(C)NC(=O)Nc1ccc2c(c1)C(=O)N([C@@H](C)CO)C[C@@H](C)[C@H](CN(C)C(=O)c1ccccc1)OCCCC[C@H](C)O2
→ 0.6, -14
> O=C(CN1CCOCC1)N[C@@H]1CC[C@@H](CCNC(=O)C2CCC2)O[C@@H]1CO
→ -0.3, 14
> CN1CCN(C(=O)C[C@@H]2C[C@H]3c4cc(NS(C)(=O)=O)ccc4O[C@H]3[C@H](CO)O2)CC1
→ -0.2, 3
> Cc1nn(CC(O)COc2ccc3c(c2)CCC3)c(C)c1Br (stereo unspecified)
→ 0.0, -31
> CCC(=O)N(C)C[C@@H]1Oc2ncc(/C=C/c3ccccc3)cc2C(=O)N([C@H](C)CO)C[C@H]1C
→ 0.1, ·
> COc1ccc(S(=O)(=O)N(C)C[C@@H]2OCCCC[C@@H](C)Oc3ccc(NS(=O)(=O)c4c(C)noc4C)cc3C(=O)N([C@H](C)CO)C[C@@H]2C)cc1
→ -0.3, ·
> C/C=C/c1ccc2c(c1)O[C@H](CN(C)C(=O)c1ccc3c(c1)OCO3)[C@H](C)CN([C@H](C)CO)S2(=O)=O
→ 2.6, 12
> CCC(=O)N[C@H]1C=C[C@@H](CC(=O)NCc2cc(F)cc(F)c2)O[C@H]1CO
→ -0.3, -2
> COc1ccc(-c2cnc3c(c2)C(=O)N([C@H](C)CO)C[C@H](C)[C@H](CN(C)C(=O)Cc2cccnc2)O3)cc1
→ 0.5, -2
> COc1ccc([N+](=O)[O-])cc1NC(=O)CS(=O)(=O)c1ccc(C)cc1
→ 4.9, -9
> COc1cc(C(c2ccc(C)o2)c2ccc(C)o2)c(O)c([N+](=O)[O-])c1
→ 2.3, 44
> COc1ccc(NC(=O)N(C)C[C@@H]2Oc3ncc(C#Cc4cccc(F)c4)cc3C(=O)N([C@H](C)CO)C[C@@H]2C)cc1
→ -2.8, -7
> Cc1noc(C)c1NC(=O)N(C)C[C@@H]1Oc2ccc(NC(=O)CCCN(C)C)cc2C(=O)N([C@@H](C)CO)C[C@H]1C
→ 1.8, ·

Quoted at random: 2 records from the list
Sequence of screens – IDH1 R132H inh, EZH2 inh
> Cc1ccc(S(=O)(=O)NC(C)C(=O)O)cc1C (stereo unspecified)
→ 1.9, -9
> CO[C@H]1CN(C)C(=O)c2cc(NC(=O)c3ccccc3F)ccc2OC[C@H](C)N(CC2CC2)C[C@@H]1C
→ -0.2, -2

More compounds follow.
Sequence of screens – IDH1 R132H inh, EZH2 inh
> C[C@H](CO)N1C[C@H](C)[C@H](CN(C)Cc2ccc(Cl)c(Cl)c2)Oc2ccc(NS(=O)(=O)c3cn(C)cn3)cc2C1=O
→ -0.2, -2
> CCn1c(SCC(=O)Nc2cc(C)ccc2OC)nnc1-c1ccccc1F
→ -0.5, -8
> CC1(C)COC(CCC/C=N/NC(=O)c2ccc(C(=O)NO)cc2)OC1
→ 0.2, 9
> CN1CCN(C(=O)C[C@H]2C=C[C@@H](NC(=O)c3ccc4c(c3)OCO4)[C@H](CO)O2)CC1
→ 0.3, -4
> O=C1c2cccc3cccc(c23)N1Cc1ccc(F)cc1Cl
→ -1.3, 60*
> COc1ccccc1-c1ccc2c(c1)O[C@H](CN(C)S(=O)(=O)c1ccc(F)cc1)[C@H](C)CN([C@H](C)CO)S2(=O)=O
→ 0.3, 2
> [N-]=[N+]=NCc1ccccc1C[C@]1(C(=O)N2CCOCC2)N=C(c2ccc(OCCCO)cc2)O[C@H]1c1ccccc1
→ ·, -1
> COc1ccc(/C=N/NC(=O)c2ccccc2O)cc1OC
→ ·, 8
> Cc1ccc(S(=O)(=O)N(C)C[C@@H]2Oc3cc(C#Cc4ccncc4)ccc3S(=O)(=O)N([C@@H](C)CO)C[C@@H]2C)cc1
→ -1.7, 0
> C[C@@H]1CN([C@H](C)CO)C(=O)c2cc(C#CC3(O)CCCC3)cnc2O[C@@H]1CN(C)C(=O)Cc1cccnc1
→ 2.1, 2
> O=C(C[C@@H]1C=C[C@H](NC(=O)NC2CCCC2)[C@@H](CO)O1)NCc1ccc(F)cc1
→ 0.2, 8
> Cc1noc(C)c1S(=O)(=O)N(C)C[C@H]1Oc2ccc(NC(=O)CCCCCC(=O)Nc3ccccc3N)cc2CC(=O)N([C@@H](C)CO)C[C@@H]1C
→ 0.2, -12
> C[C@H]1CN([C@@H](C)CO)C(=O)c2cccc(NS(=O)(=O)c3cccs3)c2O[C@@H]1CN(C)S(=O)(=O)c1cn(C)cn1
→ -3.4, ·
> C[C@H](CO)N1C[C@H](C)[C@@H](CN(C)C(=O)Nc2ccccc2)Oc2c(NC(=O)C3CCOCC3)cccc2C1=O
→ 0.7, 3
> C[C@@H]1CN([C@H](C)CO)C(=O)c2cccc(NC(=O)c3nc4ccccc4s3)c2O[C@H]1CN(C)S(=O)(=O)c1cn(C)cn1
→ -0.4, ·
> O=C(NC1CC1)C1=C[C@H](C2CCCCC2)C[C@H](OCc2ccc(CO)cc2)O1
→ ·, 11
> Cc1ccc(S(=O)(=O)N[C@@H]2C=C[C@H](CC(=O)N3CCc4ccccc4C3)O[C@H]2CO)cc1
→ -0.6, 5
> C[C@@H]1CN([C@H](C)CO)C(=O)Cc2cc(NC(=O)Nc3cccc4ccccc34)ccc2O[C@H]1CN(C)S(=O)(=O)c1ccccc1
→ -1.2, ·
> C[C@H]1CN([C@@H](C)CO)C(=O)c2cc(NC(=O)NC3CCCCC3)ccc2O[C@@H]1CN(C)Cc1ccccc1
→ 0.4, -4
> CC(C)[C@@H](C)NC(=O)N(C)C[C@H]1OCc2ccccc2-c2c(n(C)c3ccccc23)C(=O)N([C@@H](C)CO)C[C@H]1C
→ -8.1, -15
> CN(C)CC(=O)N[C@H]1C=C[C@H](CC(=O)NCc2ccc(Cl)cc2)O[C@@H]1CO
→ 0.1, -11
> C[C@@H]1CN([C@H](C)CO)C(=O)c2cc(-c3cccc(F)c3)cnc2O[C@@H]1CN(C)Cc1ccncc1
→ 0.2, ·
> COc1ccc(NC(=O)N[C@H]2CC[C@@H](CC(=O)NCc3ccccn3)O[C@@H]2CO)cc1
→ 0.3, 22
> Cn1c(=O)c2c(nc(SCC(=O)NC(C)(C)C)n2Cc2ccccc2F)n(C)c1=O
→ 0.0, -14
> C[C@@H]1CN([C@@H](C)CO)C(=O)c2cc(NC(=O)CCN3CCOCC3)ccc2O[C@@H]1CN(C)S(C)(=O)=O
→ ·, -5
> CCCNC(=O)Nc1ccc2c(c1)C(=O)N(C)C[C@@H](OC)[C@H](C)CN(C(=O)CC)[C@@H](C)CO2
→ ·, -13
> C[C@@H]1CN([C@H](C)CO)C(=O)Cc2cc(NC(=O)Nc3ccc(F)cc3)ccc2O[C@H]1CN(C)C(=O)Nc1ccc(F)cc1
→ 0.0, ·
> Cc1noc(C)c1S(=O)(=O)Nc1cccc2c1O[C@@H](CN(C)CC1CC1)[C@@H](C)CN([C@@H](C)CO)C2=O
→ 2.6, ·
> C[C@@H]1CCCCO[C@H](CN(C)C(=O)Nc2ccccc2)[C@@H](C)CN([C@H](C)CO)C(=O)c2cc(NS(=O)(=O)c3cccs3)ccc2O1
→ -2.0, ·
> Cc1ccc(S(=O)(=O)Nc2ccc3c(c2)C(=O)N([C@H](C)CO)C[C@H](C)[C@H](CN(C)C)O3)cc1
→ -3.0, ·
> CNC[C@H]1Oc2c(NS(=O)(=O)c3ccc(C)cc3)cccc2C(=O)N([C@H](C)CO)C[C@H]1C
→ ·, 2
> COCC(=O)N(C)C[C@H]1Oc2cc(C#C[C@H](C)O)ccc2S(=O)(=O)N([C@@H](C)CO)C[C@H]1C
→ ·, -18
> CN(C)c1ccc2c(c1)[C@@H]1C[C@@H](CC(=O)NCc3cccc(F)c3)O[C@H](CO)[C@@H]1O2
→ -1.4, -1
> COc1ccc(-c2cc(C)nc(SCC(=O)Nc3ccccc3F)n2)cc1
→ 0.0, 33
> C[C@@H]1CN([C@@H](C)CO)C(=O)c2cccc(NC(=O)Nc3ccc4c(c3)OCO4)c2O[C@H]1CN(C)S(=O)(=O)c1ccc(Cl)cc1
→ 1.4, ·
> C[C@@H]1CCCCO[C@@H](CN(C)S(=O)(=O)c2cccs2)[C@H](C)CN([C@H](C)CO)C(=O)c2cc(NC(=O)CCC(F)(F)F)ccc2O1
→ 5.6, ·
> CCOC(=O)c1c(NC(=O)CSc2ncn[nH]2)sc2c1CCCC2
→ 0.3, 14
> C[C@H](CO)N1C[C@H](C)[C@@H](CN(C)C(=O)Nc2ccc(F)cc2)Oc2c(NC(=O)Nc3ccc(F)cc3)cccc2C1=O
→ 0.2, ·
> COc1ccc(S(=O)(=O)Nc2cccc3c2O[C@@H](CN(C)CC2CCCCC2)[C@@H](C)CN([C@@H](C)CO)C3=O)cc1
→ ·, -1
> O=C(Cc1ccccn1)NCC[C@@H]1CC[C@H](NS(=O)(=O)c2ccc(Cl)cc2)[C@@H](CO)O1
→ -0.5, -16
> CNC[C@@H]1Oc2cc(-c3ccc(C(=O)N(C)C)cc3)ccc2S(=O)(=O)N([C@H](C)CO)C[C@H]1C
→ 1.8, -2
> C[C@H]1CCCCO[C@H](CN(C)Cc2ccccc2)[C@@H](C)CN([C@@H](C)CO)C(=O)c2cc(NC(=O)c3ccccc3)ccc2O1
→ 3.0, ·
> C[C@@H]1CN([C@@H](C)CO)C(=O)c2cccc(NS(=O)(=O)c3cccs3)c2O[C@@H]1CN(C)S(=O)(=O)c1ccc(F)cc1
→ 0.4, ·

Screens (PubChem BioAssay)
